Screening results as filed in PubChem BioAssay.
T cell HTS – modulators of CD8 T cell-vesicle binding, primary screen, mouse 2C CD8+ T cells, flow cytometry | 2C CD8+ T cell-vesicle binding; hits give low values | calls only at 7 µM | hit rate 0.068% among 330,000;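 active = response, share of CD8 T cells binding vesicles, and their 90th percentile fluorescence all below set limits, cut at about 80% in these data, passing the limit was not always enough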
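Benchmarks: naked versus QL9-loaded vesicles / Assay system: purified 2C TCR transgenic mouse naive CD8+ T cells / Technique: high-throughput flow cytometry with anti-B7-1 and anti-CD8 staining / Timing: Cell–vesicle co-incubation 1.5 h at 37 °C, staining 20 min on ice / Read-out: percent CD8+ FL2 mean versus row control / Probe or stimulus: QL9-loaded Drosophila micro-vesicles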
T cell HTS vesicle-bound % – further read-out of T cell HTS, marked with its call; double positive events, %; measured here: CD8+ vesicle-bound cell fraction;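 binding gate set so that unloaded-vesicle control wells show 10% double positive cells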
Numbers without * were called inactive; i = inactive. This is a subset; the hit share may differ from the screen's.

mol	T cell HTS vesicle-bound %	T cell HTS
COc1ccc(OC)c2c1cc(C(=O)N[C@@H](Cc1ccccc1)C(=O)O)n2C	36	i
Cc1cccc(N2C(=O)CC(Sc3nccc(C)n3)C2=O)c1 (stereo unspecified)	60	i
COc1ccc(OC)c(N(C)S(=O)(=O)c2cc3c(cc2C)NC(=O)CO3)c1	33	i
COc1ccc(-c2nc(CS(=O)(=O)CC(=O)NCCCc3ccccc3)c(C)o2)cc1	8	i
CCN1CCN(S(=O)(=O)c2ccc(Cl)c(C(=O)NC3CCC(C)CC3)c2)CC1 (stereo unspecified)	21	i
CCOc1ccc(CN(C)C(=O)c2cc3ccccc3o2)cc1OC	13	i
CC(C)(Oc1ccc(Cl)cc1)C(=O)OCc1nc2ccsc2c(=O)[nH]1	26	i
CC(=O)Nc1ccc(S(=O)(=O)N(C)CC(=O)NNC(=O)c2cccs2)cc1	42	i
Cc1cccc(C(=O)N2CCN(CCNC(=O)C(=O)Nc3ccc(F)cc3)CC2)c1	7	i
CCCCCN(C(=O)CCC(=O)OCC(=O)c1ccc(C(C)CC)cc1)c1c(N)n(CCCC)c(=O)[nH]c1=O (stereo unspecified)	45	i
Cc1ccc(S(=O)(=O)N(C)C)cc1NC(=O)CN1C(=O)NC2(CCCCCCC2)C1=O	6	i
C#Cc1cccc(C(=O)N2CCCC(Nc3cccc(F)c3)C2)c1 (stereo unspecified)	43	i
Cc1cccc(C)c1NC(=O)C1CCCN1C(=O)NCc1ccccc1 (stereo unspecified)	23	i
O=C(NCc1ccc(F)cc1)C(c1ccc(F)cc1)N(C(=O)c1csnn1)C1CC1 (stereo unspecified)	30	i
CCOC(=O)C1(Cc2cccc(Cl)c2)CCCN(C(=O)c2cc(C)[nH]n2)C1 (stereo unspecified)	31	i
O=C(NC1CC1)c1cccc2c1C(=O)c1ccc(N3CCC(Cc4ccccc4)CC3)cc1S2(=O)=O	7	i
COc1ccc(CCNC(=O)N[C@@H](Cc2ccccc2)C(=O)O)cc1	42	i
O=C(C(=O)N1CCN(Cc2ccccc2)CC1)c1c[nH]c2ccccc12	38	i
CC(NCc1cccs1)C(=O)Nc1cc(Cl)cc(Cl)c1 (stereo unspecified)	19	i
COc1ccc(C(=O)NNC(=O)C(NC(=O)c2cc(OC)cc(OC)c2)C(C)C)cc1 (stereo unspecified)	20	i
Cc1ccc(OCC(O)CN2CCN(CCO)CC2)c(C)c1 (stereo unspecified)	62	i
COc1cccc(CN2CC(C(=O)N(C)CC3CCOCC3)CCC2=O)c1 (stereo unspecified)	39	i
Cc1cccc(C)c1OCc1nnc(SCC(=O)Nc2ccc(N3CCOCC3)cc2)o1	15	i
CCC(C)(C)NC(=O)CN(C(=O)CCC(=O)Nc1nccs1)c1cccc(C)c1C	47	i
Cc1nc2sccn2c(=O)c1S(=O)(=O)NCC(C)c1ccccc1 (stereo unspecified)	38	i

Some of the entries so far, with each value named.
Cc1ccc(S(=O)(=O)N(C)C)cc1NC(=O)CN1C(=O)NC2(CCCCCCC2)C1=O
- T cell HTS vesicle-bound % = 6
- T cell HTS = i

CCCCCN(C(=O)CCC(=O)OCC(=O)c1ccc(C(C)CC)cc1)c1c(N)n(CCCC)c(=O)[nH]c1=O (stereo unspecified)
- T cell HTS vesicle-bound % = 45
- T cell HTS = i

COc1ccc(C(=O)NNC(=O)C(NC(=O)c2cc(OC)cc(OC)c2)C(C)C)cc1 (stereo unspecified)
- T cell HTS vesicle-bound % = 20
- T cell HTS = i

C#Cc1cccc(C(=O)N2CCCC(Nc3cccc(F)c3)C2)c1 (stereo unspecified)
- T cell HTS vesicle-bound % = 43
- T cell HTS = i

Returning to the listing with the 2 entries that preceded the break.
mol	T cell HTS vesicle-bound %	T cell HTS
CCC(C)(C)NC(=O)CN(C(=O)CCC(=O)Nc1nccs1)c1cccc(C)c1C	47	i
Cc1nc2sccn2c(=O)c1S(=O)(=O)NCC(C)c1ccccc1 (stereo unspecified)	38	i
CCC(=O)N1CCc2cc(S(=O)(=O)NCCc3ccc(S(N)(=O)=O)cc3)ccc21	3	i
COc1ccc(C2=NN(C(=O)COC(=O)c3ccc(S(C)(=O)=O)c([N+](=O)[O-])c3)C(c3ccco3)C2)cc1 (stereo unspecified)	34	i
O=C(CN1CCN(S(=O)(=O)c2ccccc2C(F)(F)F)CC1)NCc1cccs1	43	i
Cc1ccc(CN2CC(=O)N3[C@H]4c5cc(C)ccc5OC[C@@H]4[C@H](c4ccccc4)[C@]3(C)C2=O)cc1	39	i
NC(=NCCc1ccc(Cl)cc1)NS(=O)(=O)c1ccccc1	19	i
CCOC(=O)c1cc(-c2ccc(/C=C3/C(=O)N(c4ccc(C(=O)O)cc4)N=C3C)o2)ccc1Cl	58	i
CC1(C)CC(=O)C2=C(C1)Nc1ccccc1NC2c1ccc([N+](=O)[O-])cc1 (stereo unspecified)	42	i
Cc1cccc(N2C(=O)N3[C@H](c4ccc(F)cc4)[C@@H]4C(=O)N(C5CCCCC5)C(=O)[C@@H]4[C@]3(Cc3ccccc3)C2=O)c1	24	i
CC1C(=O)C(C)C(c2ccc(Br)cc2)NC1c1ccc(Br)cc1 (stereo unspecified)	38	i
CCOc1ccc(C(=O)NCCNC(=O)c2ccc(OCC)cc2)cc1	66	i
CC(=O)Nc1ccc(NC(=O)CC2CCCC2)cc1	33	i
Fc1cc2[nH]c(=S)[nH]c2c(Br)c1N1CCSCC1	41	i
COc1ccc(CCNC(=O)c2cc3c(=O)n4ccccc4nc3n(C3CCCCC3)c2=N)cc1	7	i
CC(C(=O)NCc1cccnc1)c1ccc([N+](=O)[O-])cc1 (stereo unspecified)	61	i
CCN1C(=NCc2ccco2)N[C@@H](c2cccc(F)c2)C(C(=O)OC)=C1C	11	i
COC(=O)c1ccccc1NC(=S)N1CCOCC1	51	i
CCN(CC)S(=O)(=O)c1ccc(NC(=O)CO/N=C(\N)c2ccccc2)cc1	7	i
CCN(CC)S(=O)(=O)c1cc(NC(=O)C2CSC3(C)CCC(=O)N23)ccc1C (stereo unspecified)	35	i
CCN1CCN(c2ccc(S(=O)(=O)N3CCOCC3)cc2NC(=O)/C=C/c2ccc([N+](=O)[O-])cc2)CC1	54	i
O=C(Nc1nnc(Cc2ccccc2F)s1)Nc1ccccc1F	49	i
CCN(C(=O)CSc1nc2cc(Cl)ccc2c(=O)n1CC(C)C)C1CCS(=O)(=O)C1 (stereo unspecified)	40	i
Oc1ccc(-c2nccc(-c3ccccn3)n2)cc1	63	i
COc1ccc(OCC(=O)Nc2ccc3c(c2)nc(CCN2CCCCC2)n3C)cc1	10	i
COCCCNC(=O)/C(C#N)=C/c1c(N2CCN(C)CC2)nc2c(C)cccn2c1=O	28	i
CSc1ccc(CN(C)C(=O)c2cc(=O)c3ccccc3o2)cc1	26	i
CCc1ccc(-c2cc(C)no2)cc1S(=O)(=O)N1CCC(C)CC1	30	i
O=C(CSc1nnc(CNC(=O)c2cccs2)o1)Nc1ccc(F)cc1F	26	i
COc1ccccc1NC(=O)CSc1nc2ccccc2c(=O)n1C	43	i
Cc1oc2c(cc(NS(=O)(=O)c3ccc(Cl)cc3)c3ccccc32)c1C(=O)O	17	i
CN1C(C(=O)Nc2cccc(O)c2)=CC(c2ccco2)=NS1(=O)=O	61	i
O=C(O)c1cc(S(=O)(=O)Nc2cccc(Oc3ccccc3)c2)ccc1Br	20	i
O=C(C[n+]1ccccc1)N/N=C/c1cc(Br)ccc1O	26	i
CC(C)c1nnc(NC(=O)CCC(=O)NC2CC2)s1	61	i
C=CCOc1ccc(C2C(C#N)=C(N)N(N(C)C)C3=C2C(=O)CCC3)cc1 (stereo unspecified)	25	i
COc1ccc(/C=N/NC(=O)c2ccccc2OC)cc1COc1ccccc1[N+](=O)[O-]	62	i
CC(c1ccccn1)N(C)C(=O)c1ccc2nc(Cc3cccc(Cl)c3)oc2c1 (stereo unspecified)	73	i
Cc1c(C(=O)NCCCN2CCCCC2)oc2ccc3c(c12)C(O)CC1(CCCCC1)O3 (stereo unspecified)	8	i
CC[C@@H]1C/C=C\Cc2ccccc2[C@@H](C(=O)C[C@@H](O)CC(C)=O)OC1=O	8	i
CCOC(=O)C1CCN(C(=O)c2ccc3c(=O)n4c(nc3c2)CCCCC4)CC1	17	i
CN1CCN(c2ccc(NC(=O)c3ccc(Cl)cc3Cl)cc2)CC1	56	i
CC(Sc1nnc(-c2ccccc2F)n1C)C(=O)NC1CCCCC1 (stereo unspecified)	7	i
O=C(NC(=S)Nc1ccc2[nH]c(=O)[nH]c2c1)c1ccccc1Cl	28	i
Cc1cccc(NC(=S)N2CCC(NC(=O)c3cccc(F)c3)CC2)c1	45	i
CN(C)CCOC1c2ccccc2-c2ccccc21	55	i
Cc1ccc(-n2nc3c(c2NC(=O)C(C)(C)C)CS(=O)(=O)C3)cc1	38	i
O=C(Cc1ccccc1)Nc1ccc(C(=O)Nc2ccccc2C(=O)O)cc1	66	i
CC(=O)N/C(=C/C(C)C)c1ccccc1	40	i
COc1cc(NC(=O)CCCNC(=O)c2ccc(Cl)cc2)cc(OC)c1OC	35	i
CC[C@]12c3[nH]c4ccccc4c3CCN1C(=O)C(CC(=O)NC(C)(C)C)C[C@@H]2C(=O)N1CCN(C(=O)C2CC2)CC1 (stereo partly specified)	14	i
CC1CCN(C(=O)c2[nH]cnc2C(=O)NCCCCCNC(=O)OC(C)(C)C)CC1	34	i

(list continues)
mol	T cell HTS vesicle-bound %	T cell HTS
CCc1nn2c(=O)cc(CSCC(=O)Nc3ccccc3Cl)nc2s1	3	i
Cc1ccc(C(C(=O)NCc2ccccc2)N(C(=O)c2csnn2)C2CC2)cc1 (stereo unspecified)	14	i
O=C(c1cc(-c2cccc(O)c2)on1)N1CCCCCC1	20	i
O=C1/C(=C/c2ccc(O)cc2)COc2ccccc21	43	i
COc1ccccc1C(=O)NNC(=O)C(=O)Nc1ccc(C)c(Cl)c1	34	i
Cc1ccc(NC(=S)N2CC(C)OC(C)C2)cc1C (stereo unspecified)	17	i
Cc1cccc(N2CCN(C(=O)COc3ccc4c(C)cc(=O)oc4c3C)CC2)c1C	29	i
O=C(CN1CCCCC1)NNC(=O)c1cccc(Br)c1	27	i
Cc1cccc(Nc2nc(C)cc(C)n2)c1	53	i
N#Cc1ccc(COc2cccnc2[N+](=O)[O-])cc1	39	i
CN1CCN(c2nnc(-c3ccc(Cl)cc3)c3ccccc23)CC1	25	i
CCOC(=O)[C@H]1[C@H]2COc3ccc(OC)cc3[C@@H]2N2C(=O)CN(Cc3ccc(C)cc3)C(=O)[C@@]12C	44	i
Cc1nc2scc(C)n2c(=O)c1S(=O)(=O)N1CCN(c2ccc(F)cc2)CC1	30	i
CC(=O)C(C(c1ccccc1)c1c[nH]c2ccccc12)[N+](=O)[O-] (stereo unspecified)	28	i
CN(Cc1ccc(F)cc1)C(=O)c1ccc(NS(=O)(=O)c2ccc3[nH]c(=O)[nH]c3c2)cc1	36	i
Cc1ccc(C(=O)Nc2nnc(S(=O)(=O)N3CCCCCC3)s2)cc1	47	i
Cc1cc(C)cc(OCC(=O)NNC(=O)c2ccccn2)c1	46	i
Cc1cc(=O)oc2c3c(cc(OCC(=O)NCC(=O)N[C@H](C(=O)O)C(C)C)c12)OC(C)(C)CC3	45	i
O=C(NCc1ccc(Cl)cc1)c1cccc2c1C(=O)N(CC1CCCO1)C2 (stereo unspecified)	30	i
COc1ccc(OC)c(CNc2ccc3c(c2)nc(C)n3C)c1	37	i
O=C(C[n+]1ccccc1)Nc1ccccc1	44	i
Cc1ccc(SCC(=O)OCC(=O)N(CCC#N)c2ccccc2)cc1C	28	i
CN(Cc1ccc(Cl)cc1Cl)C(=O)CCNC(=O)c1ccco1	41	i
Cc1ccccc1CN1CCN(C(=O)c2ccc(F)cc2)CC1	54	i
CCCS(=O)(=O)c1nc(S(=O)(=O)c2ccc(C)cc2)c(N2CCC(C)CC2)s1	33	i
Cc1ccnc2c1ccc1c(C)ccnc12	46	i
CC(CCC(=O)O)(c1ccc(O)cc1)c1ccc(O)cc1	27	i
O=CNc1ccccc1	37	i
NS(=O)(=O)c1ccc(CCNC(=O)COC(=O)c2nc(Cl)ccc2Cl)cc1	44	i
COc1ccc(Br)cc1S(=O)(=O)NCc1ccccn1	40	i
Cc1ccc([C@H]2C(C(=O)O)=CC[C@@H](c3ccc(C(C)C)cc3)N2S(=O)(=O)c2ccc(C)cc2)cc1	17	i
CCOC(=O)C1=C(C)NC(C)=C(C(=O)OCC)C1C(=O)OCC(=O)NCc1ccccc1	36	i
CN(C)C(CNC(=O)c1cc2ccccc2oc1=O)c1ccccc1 (stereo unspecified)	30	i
CCn1c(N)c(C(=O)COC(=O)CCc2nc3ccccc3c(=O)[nH]2)c(=O)[nH]c1=O	30	i
CCc1ccc(NC(=O)C2CCCN2c2nn3c(=O)cc(C)nc3s2)cc1 (stereo unspecified)	19	i
CCCc1c(O)nc(SC2CC(=O)N(c3ccc(C)c(Cl)c3)C2=O)[nH]c1=O (stereo unspecified)	24	i
O=C(COC(=O)c1cccc(-n2cnnn2)c1)c1ccccc1	38	i
Cc1ccc(OCC(=O)Nc2ccccc2F)cc1	59	i
Cc1ccccc1C(=O)c1cccn1CC(=O)NCCCN1CCCCC1	51	i
